Bioassay records: PubChem, Broad Institute
Cneo AK release: causes C. neoformans cell lysis | AID 651654 | lysis activity, % at 15 µM | actives 0.2% (n = 360,000) | adenylate kinase release luminescence, 4 h; normalised: neutral wells 0, clomiphene wells 100;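 active means mean lysis activity across replicates of at least 80%, whatever share of replicates individually reach that level; inactive means mean lysis activity below 80%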
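Assay system: Cryptococcus neoformans yeast cells / Dosing: single-point compound dose / Timing: 4 h at 37 °C static, read 1 h later / Measured by: luminescence of released adenylate kinase using an AK detection reagent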
PGC1a acetyl inh: lowers PGC1a acetylation signal in U2OS cells; inhibition, % at 15.6 µM; actives 0.17% (n = 350,000); AID 651687; AlphaScreen anti-acetyl-lysine; with virally co-expressed GCN5 acetyltransferase;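 active means every replicate shows inhibition of at least 40%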;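 further: 0% = neutral control wells and 100% = positive control wells; some results beyond the cut were filed as inactive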
C2C12 statin: suppression of simvastatin myotoxicity | C2C12 myotubes + simvastatin, ATP luminescence, 48 h; scaled: DMSO 0, geranylgeraniol control 100 | rescue of ATP level, % at 7.49 µM | actives 0.78% (n = 330,000);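 active means mean ATP rescue above about 67%, or every replicate alone reaching that limit, limit read from the data, passing the limit was not always enough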;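 further: myotubes were challenged with 10 µM simvastatin during compound exposure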
ERAP1 inh: ERAP1 (human) enzyme inhibition. Q9NZ08. recombinant ERAP1, Leu-AMC fluorescence, 60 min. inhibition, % at 10.7 µM. actives 0.15% (n = 340,000);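 active means mean replicate inhibition of at least 30%, or all replicates individually reaching that 30% level; inactive means mean below 30% and not every replicate reaching it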;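 further: 0% = neutral control wells and 100% = L-leucinethiol positive control wells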
S100A4 MyoIIA: S100A4-myosin IIA interaction inhibition. P26447. S100A4/TAMRA-MyoIIA peptide fluorescence polarization. inhibition, % at 10.7 µM. actives 0.14% (n = 360,000). AID 652163;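 active means mean inhibition of at least 70% across replicates, with every replicate also reaching that level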
Target sequence (P26447 whole entry, looked up): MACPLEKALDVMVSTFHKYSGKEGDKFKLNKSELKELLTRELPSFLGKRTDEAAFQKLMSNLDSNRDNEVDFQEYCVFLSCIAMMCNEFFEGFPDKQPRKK
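System – human S100A4 monomer protein, biochemical binding assay · Buffer or medium – Calcium-containing HEPES buffer, pH 7.2 · Timing – 5 min between mix addition and reading · Also added – TAMRA-labelled myosin IIA heavy-chain peptide probe, 5 nM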
XiGFP reactiv: X-chromosome reactivation activator; XiGFP mouse fibroblasts, % GFP-positive cells imaging, 3 d; cells co-treated with 5-aza-dC sensitizer; scaled so ellipticine positive control = 100%; activation, % at 7.58 µM; actives 0.055% (n = 360,000);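 active means mean normalized replicate activation at least 10% and every replicate at or above 10%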;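 further: 0% = median of on-plate neutral control wells and 100% = ellipticine 6 µM median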
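Schedule: 3 d treatment, 15 min room-temperature fixation; system: 68-5-11 XiGFP fibroblast line; buffer or medium: DMEM plus 5-aza-dC sensitizer; control set: ellipticine 6 µM positive control; compound: one concentration, pinned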
LGR2 antag: inhibitors of bursicon-induced Drosophila LGR2 receptor cAMP signaling | inhibition, % at 9.99 µM | actives 0.35% (n = 380,000) | HEK293 LGR2, CRE-luciferase, bursicon-stimulated, 4 h;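 active means drop in luminescence signal, shown as inhibition above about 50% in the replicate tests, limit read from the data, passing the limit was not always enough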;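 further: agonist challenge used bursicon conditioned medium at about half maximal strength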
SIRT5 inh: sirtuin-5 (human) deacylase inhibition | Purified SirT5, succinyl-peptide AMC, trypsin-coupled fluorescence | actives 1.1% (n = 330,000) | Q9NXA8 | inhibition, % at 15 µM; in the data active means inhibition above about 15%
Target sequence (Q9NXA8 whole entry, looked up): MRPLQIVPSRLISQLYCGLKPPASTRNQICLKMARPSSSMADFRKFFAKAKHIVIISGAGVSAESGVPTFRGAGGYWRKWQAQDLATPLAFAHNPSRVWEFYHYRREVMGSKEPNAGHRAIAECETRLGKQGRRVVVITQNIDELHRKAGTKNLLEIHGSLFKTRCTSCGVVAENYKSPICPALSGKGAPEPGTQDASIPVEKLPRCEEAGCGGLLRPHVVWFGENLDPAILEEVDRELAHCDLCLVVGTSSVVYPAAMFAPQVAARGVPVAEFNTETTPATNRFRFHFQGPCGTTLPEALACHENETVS
* = called active by the depositor; nt = no result given; & = joins results of further samples. Some of the compounds tested (hit frequency here may not be typical).

SMILES,LGR2 antag,Cneo AK release,S100A4 MyoIIA,PGC1a acetyl inh,XiGFP reactiv,ERAP1 inh,C2C12 statin,SIRT5 inh
COc1ccc(Cl)cc1NC(=O)Cn1c(=O)oc2ccccc21,0,0,-9,7,0.0,1,8,-9
O=C(CCCCCn1c(=S)[nH]c2ccc(N3CCOCC3)cc2c1=O)NC1CCN(Cc2ccccc2)CC1,-2,0,-30,-1,0.0,-1,-9,-11
C[C@@H]1CCCCO[C@@H](CN(C)S(=O)(=O)c2cccs2)[C@H](C)CN([C@@H](C)CO)C(=O)c2cc(NC(=O)Nc3ccccc3)ccc2O1,-2,-6,-4,-5,-0.1,1,nt,5
O=C(CNC(=O)c1ccco1)N/N=C/c1ccc(C(=O)O)cc1,2,0,0,-3,-0.1,-8,10,7
Cc1cc(N2CCOCC2)n2nc(-c3cccc(F)c3)cc2n1,-26,-4,nt,-1,nt,nt,19,nt
COCCN(Cc1cc2cc(C)ccc2n2nnnc12)C(=S)Nc1cccc(C)c1,-40,nt,-11,-10,0.2,-3,nt,4
C[C@H](NC(=O)C[C@@H]1CC[C@H]2[C@@H](COC[C@@H](O)CN2Cc2ccc(C(F)(F)F)cc2)O1)c1ccccc1,-29,-3,-4,-5,0.0,-2,19,17*
O=C(c1cccnc1)N1C[C@H]2[C@@H](c3ccccc31)[C@H](CO)N2CC1CCCCC1,9,2,-1,-7,0.1,1,4,5
CN(Cc1ccccc1)C(=O)c1nc2ccccn2c1CNCCOc1cccnc1,-6,-1,-5,22,-0.1,-1,-1,0
COc1cc(C(=O)N2CCN(Cc3ccccn3)CC2)cc(OC)c1OC,1,0,0,-4,0.0,-4,-2,0
Cc1cccc(S(=O)(=O)N[C@@H]2CC[C@@H](CCNC(=O)c3cnccn3)O[C@H]2CO)c1,11,-17,-3,-1,-0.6,-3,9,2
C[C@@H]1CN([C@@H](C)CO)S(=O)(=O)c2ccc(-c3ccc(C(=O)N(C)C)cc3)cc2O[C@H]1CN(C)Cc1ccc2c(c1)OCO2,6,nt,3,-28,2.8,-1,nt,14
C[C@H](CO)N1C[C@H](C)[C@H](CN(C)C(=O)Nc2ccc(F)cc2)Oc2ccc(NC(=O)NC3CCCCC3)cc2CC1=O,2&10,8&4,-7&-7,13&6,0.0&-0.1,1&0,9&12,-3
COc1ccccc1NC(=O)CSc1nc2ccccc2nc1N1CC(C)OC(C)C1 (configuration not stated),nt,0,-4,4,-0.3,-2,2,-2
COc1ccc(NC(=O)CCOc2ccc(C)cc2)c(OC)c1,7,-5,-3,-11,0.2,1,1,-5

Looked up above.
In XiGFP reactiv, `COc1ccccc1NC(=O)CSc1nc2ccccc2nc1N1CC(C)OC(C)C1` (configuration not stated) has the entry -0.3
In PGC1a acetyl inh, `Cc1cccc(S(=O)(=O)N[C@@H]2CC[C@@H](CCNC(=O)c3cnccn3)O[C@H]2CO)c1` has the entry -1
In S100A4 MyoIIA, `C[C@@H]1CCCCO[C@@H](CN(C)S(=O)(=O)c2cccs2)[C@H](C)CN([C@@H](C)CO)C(=O)c2cc(NC(=O)Nc3ccccc3)ccc2O1` has the entry -4

More structures follow.
SMILES,LGR2 antag,Cneo AK release,S100A4 MyoIIA,PGC1a acetyl inh,XiGFP reactiv,ERAP1 inh,C2C12 statin,SIRT5 inh
CO[C@H]1CN(C)C(=O)c2cc(NC(=O)C3CCCC3)ccc2OC[C@H](C)N(CCC(F)(F)F)C[C@H]1C,2,3,-3,nt,-0.2,2,4,-1
Cc1ccc(OCCC(=O)Nc2ccc3c(c2)OCO3)cc1,-1,0,0,-2,-0.3,1,22,-1
C[C@H]1CN([C@@H](C)CO)C(=O)c2cc(Br)cnc2O[C@H]1CN(C)CC1CCCC1,-10,-11,9,-6,-0.8,0,-21,-3
C[C@@H]1CN([C@@H](C)CO)C(=O)Cc2cc(NS(C)(=O)=O)ccc2O[C@H]1CN(C)Cc1ccc(C(=O)Nc2ccccc2N)cc1,10,1,-49,-3,-0.9,-1,-24,1
CC(C)c1ccc(NC(=O)NN2CCOCC2)cc1,-51,nt,1,nt,0.0,2,nt,-3
CCc1ccc(C(=O)NCC2(c3ccccc3)CCOCC2)o1,-14,7,-9,23,0.1,0,-5,0
CC(=O)Nc1cc(-c2ccc(F)cc2)cn2c(-c3ccc(F)cc3)cnc12,2,0,-2,-3,0.0,3,0,-1
CCOC(=O)C1CCN(S(=O)(=O)c2ccc(OC)c(C(=O)N3CCCCC3)c2)CC1,-2,5,-11,nt,0.4,4,41,-14
Cc1cc(=O)[nH]c(/N=C(\N)Nc2ccc3c(c2)OCCO3)n1,-32,-7,0,7,0.0,1,2,-1
NS(=O)(=O)c1ccc(NC(=O)CNC(=O)c2ccc3c(c2)OCO3)cc1,17,-4,1,5,-0.1,0,1,-1
COc1ccc(CC(=O)Nc2ccccc2N2CCCC2)cc1,7,-2,-4,nt,0.1,-2,7,-3
O=C(CCC1CCCN(C(=O)c2ccc3cc[nH]c3c2)C1)NCc1ccc(F)c(F)c1 (configuration not stated),-37,0,-10,nt,-0.9,1,15,2
O=c1[nH]c2ccc(Cl)cc2c(-c2ccccc2)c1[N+](=O)[O-],13,3,-9,nt,-0.1,-2,2,-1
COCCCN1C(=O)C(=O)/C(=C(/O)c2ccc(S(=O)(=O)N3CCOCC3)cc2)C1c1ccc(C)cc1 (configuration not stated),17,-1,12,0,0.2,3,-11,3
Cc1ccc(C)c(OCC(=O)Nc2ccccc2C(=O)NC2CC2)c1,6,-1,1,2,0.5,0,-3,-2

Retrieved by compound from the entries so far, 2 records:
SMILES,LGR2 antag,Cneo AK release,S100A4 MyoIIA,PGC1a acetyl inh,XiGFP reactiv,ERAP1 inh,C2C12 statin,SIRT5 inh
Cc1cc(=O)[nH]c(/N=C(\N)Nc2ccc3c(c2)OCCO3)n1,-32,-7,0,7,0.0,1,2,-1
CCOC(=O)C1CCN(S(=O)(=O)c2ccc(OC)c(C(=O)N3CCCCC3)c2)CC1,-2,5,-11,nt,0.4,4,41,-14

The results go on:
SMILES,LGR2 antag,Cneo AK release,S100A4 MyoIIA,PGC1a acetyl inh,XiGFP reactiv,ERAP1 inh,C2C12 statin,SIRT5 inh
CCN1CCN(c2ncnc3sc4c(c23)CCC(C)C4)CC1 (configuration not stated),nt,-1,-2,4,0.2,-9,-10,-4
O=[N+]([O-])c1c(NCc2ccco2)ccc2nonc12,6,3,5,-2,0.1,nt,nt,1
CCCOC(=O)c1ccc(NC(=O)COC)cc1,-24,-3,nt,1,nt,nt,-13,nt
COC(=O)c1c(N2C(=O)CC(Sc3ccccc3C(=O)O)C2=O)sc(C)c1C (configuration not stated),-3,nt,4,38,0.0,0,4,-1
Cc1noc(C)c1S(=O)(=O)Nc1ccc2c(c1)C(=O)N([C@H](C)CO)C[C@H](C)[C@@H](CN(C)C(=O)Nc1cccc3ccccc13)OCCCC[C@H](C)O2,0,0,4,5,0.2,-4,nt,10
Cc1ccc(C(=O)COC(=O)c2ccc(O)cc2)cc1,-2,nt,1,-3,0.0,-3,nt,1
C[C@@H]1CN([C@@H](C)CO)C(=O)c2cccc(NC(=O)c3ccncc3)c2O[C@H]1CN(C)Cc1ccc(Oc2ccccc2)cc1,nt,-1,3,5,nt,2,29,5
O=C(CSc1ncnc2sccc12)NCc1ccc2c(c1)OCO2,-1,-1,0,nt,0.2,-1,8,-3
Cc1noc(C)c1S(=O)(=O)N(C)C[C@@H]1OCCCC[C@@H](C)Oc2ccc(NC(=O)Cc3ccccc3)cc2C(=O)N([C@@H](C)CO)C[C@H]1C,12,2,-5,0,0.1,-3,nt,10
CCOc1ccc(OCCC(=O)OCC(=O)N2CCN(S(=O)(=O)c3ccc(C)cc3C)CC2)cc1,9,-2,-5,4,0.6,18,0,-2
Cc1cc(SCC(=O)Nc2c(C)n(C)n(-c3ccccc3)c2=O)nc2ccccc12,-1,3,5,1,0.0,1,1,1
CCCOc1ccc(C(=O)Nc2ccc(Cl)cn2)cc1,15,-18,nt,1,nt,nt,-23,nt
CC(C)CN1CCNC(=O)C1CC(=O)NCCc1ccc(C(F)(F)F)cc1 (configuration not stated),8,nt,-5,nt,0.0,-7,nt,-2
C[C@@H]1CN([C@@H](C)CO)C(=O)Cc2cc(NC(=O)C3CCCCC3)ccc2O[C@@H]1CN(C)Cc1ccncc1,8,0,-2,6,0.0,-3,-5,-4
CCCCn1c(CNC(=O)Cc2ccccc2)nc2ccccc21,-23,-1,-5,nt,1.8,-4,4,5
COc1cccc(CN2CCN(C(=O)c3cccc(OC)c3)CC2)c1,14,0,-5,1,-0.2,-3,4,-1
Cn1c(=O)[nH]c(=O)c2c1nc(N1CCN(CCO)CC1)n2Cc1ccccc1Cl,19,-1,2,-6,0.1,-2,-16,1
CC(C)(C)n1nc2c(c1NC(=O)c1ccc(S(=O)(=O)N3CCCC3)cc1)CSC2,8,-2,-1,-6,nt,1,-50,10
COc1cc(OC)cc(-c2c(-c3ccc(F)cc3)c3cc(-c4ccc5c(c4)OCCO5)ccc3n2C)c1,-12,-1,1,2,0.0,-1,5,nt
O=[N+]([O-])c1ccc2c(c1)ncn2CCc1ccccc1,-13,-6,0,-6,0.0,-1,-8,1
CCOC(=O)C1=C(O)C(=O)N(C2CCCCC2)C1,nt,1,6,39,0.0,1,-1,-3
O=C(CN1CCOCC1)N1CCCCN2[C@@H](CO)[C@H](c3ccc(C#Cc4ccccc4)cc3)[C@@H]2C1,29,0,-1,-12,0.1,0,nt,-3
C[C@@H]1CN([C@H](C)CO)C(=O)c2cccc(N(C)C)c2O[C@H]1CN(C)Cc1ccccc1,18,4,5,-6,-0.6,1,14,0
CCOC(=O)CN1C(=O)S/C(=C/c2ccco2)C1=O,8,4,0,7,0.3,-1,0,-2
Cc1cc(Nc2cc(C(=O)O)ccc2C)n2ncnc2n1,4,-1,-4,nt,0.1,2,25,-5
C/C=C/c1ccc2c(c1)O[C@H](CN(C)C)[C@@H](C)CN([C@H](C)CO)S2(=O)=O,-4,55,8,-1,-0.9,-2,-1,-2
Cc1cc([N+](=O)[O-])ccc1N,-3,nt,1,nt,-0.1,1,nt,-1
COc1ccc(-n2ncc3c(SCC(=O)OC(C)C)ncnc32)cc1,-5,2,-1,nt,0.0,8,7,0
CO[C@H]1CN(C)C(=O)c2cc(NC(=O)Nc3cc(F)ccc3F)ccc2OC[C@@H](C)N(C(=O)c2ccccn2)C[C@@H]1C,-13,nt,nt,12,0.2,nt,-2,nt
Cc1nn(-c2ccc(N3CCOCC3)nn2)c(C)c1CCC(=O)NCc1ccc(F)cc1,-4,-3,3,-2,0.1,0,10,1
COc1ccc2c3c(n(C)c2c1)[C@H](CO)N(CC1CCCCC1)CC31CCN(Cc2nccs2)CC1,7,nt,12,nt,0.2,-2,nt,-3
CC(C)C#Cc1cnc2c(c1)C(=O)N([C@H](C)CO)C[C@H](C)[C@H](CN(C)C(=O)c1cnccn1)O2,0,7,0,-7,0.7,-4,6,-6
C[C@H](CO)N1C[C@H](C)[C@@H](CN(C)C(=O)Nc2ccccc2)Oc2c(NC(=O)c3nc4ccccc4s3)cccc2C1=O,-2,55,7,1,-0.6,-3,-10,4
COC(=O)C(C)Sc1nc2c(cnn2-c2ccc(Cl)cc2)c(=O)[nH]1 (configuration not stated),17,0,-3,nt,0.1,-3,-6,-6
Cc1c(NC(=O)c2cn3ccccc3n2)cccc1-n1cnnn1,34,nt,2,10,0.0,4,nt,-2
COc1ccc(CCNC(=O)COc2ccc3c(C)cc(=O)oc3c2)cc1,-11,1,8,-5,-0.1,-1,-9,-4

Shown as a hit in SIRT5 inh (from the list above):
compound	LGR2 antag	S100A4 MyoIIA	PGC1a acetyl inh	ERAP1 inh	SIRT5 inh
C[C@H](NC(=O)C[C@@H]1CC[C@H]2[C@@H](COC[C@@H](O)CN2Cc2ccc(C(F)(F)F)cc2)O1)c1ccccc1	-29	-4	-5	-2	17*
